Compound activity from PubChem.
S3 lipid droplet: qHTS Assay for Lipid Storage Modulators in Drosophila S3 Cells; Potency in µM for hits, for the others lipid storage change, negative = inhibition, % at the top dose, mostly 46.1 µM; AID 2685; actives 0.64% (n = 320,000); Drosophila S3 cells, BODIPY lipid droplet fluorescence, 18-24 h; cells fed with added oleic acid; active means well fitted inhibition curve with a large enough effect in the signal ratio, with a control signal flat, not every such curve was filed as active; inconclusive means small, poorly fitted or top-dose-only effect, or effect the other way, or a change in a side signal; the % refers to the signal ratio
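Laser-scanning cytometry quantifies lipid droplet accumulation (500–530 nm total intensity; droplet/cell object ratio) in oleic acid-fed (400 uM added) Drosophila S3 cells treated with a concentration series. 20 uM Triacsin C defined 100% inhibition.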
S3 lipid droplet cell count max: second read-out of S3 lipid droplet, no call of its own (marks repeat the call); cell number change, %; measured here: cell count max response;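 cells counted by Cell Tracker Red CMTPX staining in the red channel; peak over a dose series mostly up to 46.1 µM; percent activity relative to internal control wells on each plate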
* = called active by the depositor; i = inactive; ? = inconclusive; / = no result given. On the % scale 0 is the no-effect control and ±100 the full control effect; potency means the concentration at half of the fitted maximal effect. Only part of the results is shown; rates above refer to the full screens.

#1 CCOC(=O)c1c(C)n(Cc2ccc(F)cc2)c2ccc(O)cc12
#2 COc1ccc(CNC(C)Cc2cccs2)cc1 (centres undefined)
#3 CCCS(=O)(=O)N1CCC(C(=O)N2CCC3(CC2)OCCO3)CC1
#4 Cc1ccc(N)cc1N
#5 O=c1[nH]c(=S)n(C2CCCCC2)c(O)c1C=NCCN1CCOCC1
Assay by compound,1,2,3,4,5
S3 lipid droplet,?,?,5%,?,?
S3 lipid droplet cell count max,/,/,-5,/,/

#6 Cc1[nH]c2ccc(OC(=O)N3CCOCC3)cc2c1C(=O)OC(C)C
#7 CCCN1CCC[C@H](c2cccc(O)c2)C1
#8 CCCCCCN=Cc1c(O)n(C)c(=O)n(C)c1=O
#9 O=P(Oc1ccccc1)(Oc1ccccc1)N1CCN(c2ccc(F)cc2)CC1
#10 COC(=O)C1=C(c2c(C)noc2C)C[C@@H]2CC[C@H]1N2C(=O)N1CCCCC1
Assay by compound,6,7,8,9,10
S3 lipid droplet,?,?,-15%,?,?
S3 lipid droplet cell count max,/,/,8,/,/

#11 CC1(C)C(C(=O)N2CCN(c3ccc(Cl)cc3)CC2)C1(C)C
#12 CCCCn1c(O)c(C(C)=Nc2cccc(C(=O)O)c2)c(=O)[nH]c1=O
#13 COc1cc2c(cc1OC)-c1c(OC)c(OC)cc3c1[C@H](C2)N(C)CC3
#14 COc1ccc(-n2c(CN3CCOCC3)nc3ccccc3c2=O)c(OC)c1
#15 O=[N+]([O-])c1ccc(N2CCOCC2)c2ccncc12
Assay by compound,11,12,13,14,15
S3 lipid droplet,-4%,1%,22%,-6%,?
S3 lipid droplet cell count max,-3,-11,8,-4,/

Given with two lines to a compound: 13 of the compounds above.
Below each SMILES: S3 lipid droplet	S3 lipid droplet cell count max
1: CCOC(=O)c1c(C)n(Cc2ccc(F)cc2)c2ccc(O)cc12
 : ?	/
2: COc1ccc(CNC(C)Cc2cccs2)cc1 (centres undefined)
 : ?	/
3: CCCS(=O)(=O)N1CCC(C(=O)N2CCC3(CC2)OCCO3)CC1
 : 5%	-5
4: Cc1ccc(N)cc1N
 : ?	/
5: O=c1[nH]c(=S)n(C2CCCCC2)c(O)c1C=NCCN1CCOCC1
 : ?	/
6: Cc1[nH]c2ccc(OC(=O)N3CCOCC3)cc2c1C(=O)OC(C)C
 : ?	/
7: CCCN1CCC[C@H](c2cccc(O)c2)C1
 : ?	/
8: CCCCCCN=Cc1c(O)n(C)c(=O)n(C)c1=O
 : -15%	8
9: O=P(Oc1ccccc1)(Oc1ccccc1)N1CCN(c2ccc(F)cc2)CC1
 : ?	/
10: COC(=O)C1=C(c2c(C)noc2C)C[C@@H]2CC[C@H]1N2C(=O)N1CCCCC1
 : ?	/
11: CC1(C)C(C(=O)N2CCN(c3ccc(Cl)cc3)CC2)C1(C)C
 : -4%	-3
12: CCCCn1c(O)c(C(C)=Nc2cccc(C(=O)O)c2)c(=O)[nH]c1=O
 : 1%	-11
13: COc1cc2c(cc1OC)-c1c(OC)c(OC)cc3c1[C@H](C2)N(C)CC3
 : 22%	8

Other records.
#16 CC(C)Sc1nnc([C@@H](N)Cc2c[nH]c3ccccc23)o1
#17 CC(C)CCNC(=O)c1cc(C(=O)c2cc(F)ccc2O)cn(CCC(C)C)c1=O
#18 CN1CC(C(=O)c2ccccc2)C(C(=O)c2ccccc2)C1 (centres undefined)
#19 CSc1ncc(/C=C2/C(=O)NC(=O)N(c3ccc(Cl)cc3)C2=O)cn1
#20 OC(CNCCc1c[nH]c2ccccc12)C(F)(F)F (centres undefined)
Assay by compound,16,17,18,19,20
S3 lipid droplet,13%,-15%,i,?,2%
S3 lipid droplet cell count max,-16,0,/,/,4

#21 Cc1nn(C)c(C)c1P(=S)(c1c(C)nn(C)c1C)N(C)C
#22 Cc1ccc(C(=O)NC(O)C(Cl)(Cl)Cl)cc1 (centres undefined)
#23 O=C(CCCC1=NS(=O)(=O)c2ccccc2N1)N1CCC2(CC1)OCCO2
#24 CCN1C(=O)/C(=C/c2ccc(N(CC)CC)cc2OC)C(=O)NC1=S
#25 CCCN1CC(C)C(OC(C)=O)(c2ccccc2)CC1C (centres undefined)
Assay by compound,21,22,23,24,25
S3 lipid droplet,7%,-5%,?,-1%,6%
S3 lipid droplet cell count max,9,-13,/,7,-3

#26 COC(=O)C1=C(c2ccc3ccccc3c2)C[C@@H]2CC[C@H]1N2C
#27 CCCC(=O)c1c(O)[nH]c(=O)[nH]c1=O
#28 CC(=Nc1ccc2c(c1)CCC2)c1c(O)n(C)c(=O)n(C)c1=O
#29 Cn1c(O)c(C=NCCc2c[nH]c3ccccc23)c(=O)n(C)c1=O
#30 CC(=O)[C@H]1CC[C@H]2[C@@H]3CC[C@H]4C[C@H](O)CC[C@]4(C)[C@H]3C(=O)C[C@]12C
Assay by compound,26,27,28,29,30
S3 lipid droplet,1%,i,?,-1%,-2%
S3 lipid droplet cell count max,1,10,/,21,8

#31 CCN(C(=O)Cn1c(=O)oc2ccccc21)C1CCS(=O)(=O)C1 (centres undefined)
#32 CC(NCC#Cc1ccccc1)C(O)c1ccccc1 (centres undefined)
#33 COc1ccc(-c2cc(=Nc3cccc(C(=O)O)c3)c3cc(C)ccc3o2)cc1
#34 COC(=O)C1=C(c2cccc(C#N)c2)C[C@@H]2CC[C@H]1N2C(=O)NCCOc1ccccc1Cl
#35 Cc1cc(N2CCOCC2)nc2ccc(NC(=O)CCC(=O)N3CCC4(CC3)OCCO4)cc12
Assay by compound,31,32,33,34,35
S3 lipid droplet,?,?,8%,?,11%
S3 lipid droplet cell count max,/,/,4,/,12

#36 Cc1cc(-c2ccccc2)cc(C)[n+]1Cc1ccccc1
#37 CC(=NCc1ccc2c(c1)OCO2)c1c(O)n(-c2ccc(C)cc2)c(=O)[nH]c1=O
#38 CNC(=O)N(C)c1ccc(C(O)(C(=O)OC)C(F)(F)F)cc1 (centres undefined)
#39 O=C(c1cccc(C(F)(F)F)c1)N1C[C@H]2C[C@@H](C1)c1cccc(=O)n1C2
#40 Cc1cc(/C=C2\C(=O)NC(=O)N(C)C2=O)c(C)n1-c1ccc2c(c1)OCO2
Assay by compound,36,37,38,39,40
S3 lipid droplet,?,?,?,-16%,12%
S3 lipid droplet cell count max,/,/,/,8,4

#41 CCc1ccccc1N1C(=O)/C(=C/c2ccc(N3CCN(C)CC3)o2)C(=O)NC1=S
#42 CN1CC=C(/C=C/c2ccc(-c3ccccc3)cc2)CC1
#43 Cc1sc2ncn(CC(=O)NCCCC(=O)N3CCC4(CC3)OCCO4)c(=O)c2c1C
#44 CCCCc1ccc(C(=O)O)nc1
#45 Cc1sc2ccccc2c1CC1=NCCN1
Assay by compound,41,42,43,44,45
S3 lipid droplet,?,i,-14%,?,?
S3 lipid droplet cell count max,/,9,-14,/,/

#46 Cc1oc(-c2ccccc2Cl)nc1CN1C(=O)CN=C(c2ccccc2)c2ccccc21
#47 O=C(COc1ccc2ccccc2c1)N1CCN(C2CCN(Cc3ccccc3)CC2)CC1
#48 CC1CC(OC(=O)c2ccccc2)CC(C)N1C (centres undefined)
#49 CN1OCC2Cn3c(nc4ccccc43)C21 (centres undefined)
#50 O=c1[nH]c(=S)n(Cc2ccc(F)cc2)c(O)c1/C=N/N1CCCCC1
Assay by compound,46,47,48,49,50
S3 lipid droplet,?,?,-10%,-11%,?
S3 lipid droplet cell count max,/,/,1,-19,/

#51 COc1nc2ccccc2c(=O)n1-c1ccc(Cl)cc1
#52 CCC(=O)N1CC(=O)Nc2ccc(Br)cc2C1c1ccccc1 (centres undefined)
#53 COc1ccc(OCC(=O)Nc2ccc(Cl)cc2C(=O)c2ccccc2)cc1
#54 CN1C(=O)C(=Cc2cn(CC(=O)N3CCCCC3)c3ccccc23)C(=O)N(C)C1=O
#55 Cc1ccc(N=C(N(C)C)P(=O)(N(C)C)N(C)C)cc1
Assay by compound,51,52,53,54,55
S3 lipid droplet,?,?,?,i,?
S3 lipid droplet cell count max,/,/,/,-21,/

#56 O=C1NC(=O)N(CCNc2ncc(C(F)(F)F)cc2Cl)C(=O)C1/C=N/OCc1c(F)cccc1Cl (centres undefined)
#57 CCOc1ccc(N2C(=O)/C(=C/c3ccco3)C(=O)NC2=S)cc1
#58 CC(C)C/C(=N/O)c1cn(C)c2ccccc12
#59 C=CCn1c(O)c(C(C)=Nc2ccc(C(=O)O)cc2)c(=O)[nH]c1=O
#60 CC(Cc1ccccc1)NC(=O)/C=C/C(=O)O (centres undefined)
Assay by compound,56,57,58,59,60
S3 lipid droplet,i,?,-1%,25%,-11%
S3 lipid droplet cell count max,9,/,7,3,-11

#61 O=C1NC(=O)N(c2ccccc2F)C(=O)/C1=C/c1ccc(Oc2ccc([N+](=O)[O-])cn2)cc1
#62 Cc1ccsc1C(=O)C1CCCN(Cc2cccc(-n3cccn3)c2)C1 (centres undefined)
#63 O=C(COC(=O)c1ccccc1)Nc1ccc(Cl)cc1C(=O)c1ccccc1
#64 c1ccc(-n2ccnc2)cc1
#65 O=C1NC(=O)N(Cc2ccc(F)cc2)C(=O)/C1=C\C=C\c1ccco1
Assay by compound,61,62,63,64,65
S3 lipid droplet,0%,-8%,6%,-12%,?
S3 lipid droplet cell count max,9,-9,-11,-21,/

#66 CCc1ccc(CNCCc2ccccc2F)cc1
#67 CN1C(=O)C(Cc2ccsc2)C(=O)N(C)C1=O
#68 CCC(=NCCc1c[nH]c2ccccc12)c1c(O)n(-c2ccc(C)cc2)c(=O)[nH]c1=O
#69 COc1ccc(-c2cc(C(F)(F)F)n3nc(C(=O)N4CCC5(CC4)OCCO5)cc3n2)cc1OC
#70 Cc1ccc(-n2c(C)nc3ccccc3c2=O)cc1C
Assay by compound,66,67,68,69,70
S3 lipid droplet,15%,18%,?,?,0%
S3 lipid droplet cell count max,-1,12,/,/,2

#71 C=CCN1C(=O)NC(=O)/C(=C/C=C/c2ccccc2)C1=O
#72 COc1ccc(CN2CCN(Cc3ccccc3OC)CC2)cc1
#73 O=C(NC1CCCCC1)N1C[C@H]2C[C@@H](C1)c1cccc(=O)n1C2
#74 Cc1ccccc1-n1c(O)c(C=NCCN2CCOCC2)c(=O)[nH]c1=O
#75 CCCCn1c(O)c(C(C)=NCC2CCCO2)c(=O)[nH]c1=O (centres undefined)
Assay by compound,71,72,73,74,75
S3 lipid droplet,?,?,0%,?,?
S3 lipid droplet cell count max,/,/,20,/,/

#76 CCOCCN1CCN(c2nnc3n2-c2ccc(Cl)cc2C(c2ccccc2Cl)=NC3)CC1
#77 COc1cccc(CNCCc2ccc(F)cc2)c1
#78 CC(=O)OC1(c2ccccc2)CCN(C)C(C)C1C (centres undefined)
#79 Cc1ccc(/C=C2\C(=O)NC(=S)N(c3cccc(F)c3)C2=O)o1
#80 O=C(Oc1c(Cl)cc(Cl)c2ccccc12)N1CCCCC1
Assay by compound,76,77,78,79,80
S3 lipid droplet,?,?,0%,i,?
S3 lipid droplet cell count max,/,/,8,3,/

#81 CCNC(=O)NNC(=O)C1CC(c2cccnc2)=NO1 (centres undefined)
#82 COC(=O)C1=C(c2ccc(Cl)c(C(F)(F)F)c2)C[C@@H]2CC[C@H]1N2C(=O)N1CCOCC1
#83 CC(C)COP(=O)(c1ccc(N(C)C)cc1)C(Nc1ccccc1)c1ccccc1 (centres undefined)
#84 CC(=O)OC1N=C(c2ccc(Cl)cc2)c2cc(Br)ccc2NC1=O (centres undefined)
#85 Cc1ccc(N2C(=O)NC(=O)C(CCc3ccncc3)(Cc3cccc(Cl)c3Cl)C2=O)cc1 (centres undefined)
Assay by compound,81,82,83,84,85
S3 lipid droplet,?,?,?,?,7%
S3 lipid droplet cell count max,/,/,/,/,6

#86 CC(C)C(=O)Nc1nnc(CCN(CCc2nnc(NC(=O)C(C)C)s2)[N+](=O)[O-])s1
#87 CNC(=O)Oc1ccc(-c2cn3cc(C)ccc3n2)cc1
#88 COc1ccc(CC2c3cc(OC)c(OC)cc3CCN2C)cc1OC (centres undefined)
#89 Cc1cccc(OP(N)(=O)Oc2cccc(C)c2C)c1C
#90 CCC1(CC)C(=O)N(C)C(=O)NC1=NC
Assay by compound,86,87,88,89,90
S3 lipid droplet,11%,?,7%,?,?
S3 lipid droplet cell count max,15,/,-1,/,/

#91 N/C(=N\[N+](=O)[O-])N1CCN(C(=O)c2ccccn2)CC1
#92 COc1cc(C=O)cc(Cl)c1OC(=O)N1CCOCC1
#93 CN1CCN(Cc2ccccc2Sc2ccccc2)CC1
#94 COC(=O)C1=C(c2cccc(C#N)c2)C[C@@H]2CC[C@H]1N2C(=O)NCCO
#95 CCC(CC)NCc1c[nH]c2ccccc12
Assay by compound,91,92,93,94,95
S3 lipid droplet,6%,?,?,?,-3%
S3 lipid droplet cell count max,7,/,/,/,0

#96 CC(=O)c1ccc2c(c1)C1C(Cl)C(Sc3ccccc3[N+](=O)[O-])CC1C(c1ccccc1)N2 (centres undefined)
#97 COc1ccc(CC2(CCc3ccncc3)C(=O)NC(=O)NC2=O)c(OC)c1
#98 COc1ccc(-c2nc3ccccc3n2OC(=O)N(C)C)cc1
#99 COC(=O)C1=C(c2ccc(OCc3ccccc3)cc2)C[C@@H]2CC[C@H]1N2C(=O)NCc1cccc(OC)c1
#100 CC(=O)NC(C)Cc1ccccc1 (centres undefined)
Assay by compound,96,97,98,99,100
S3 lipid droplet,i,-3%,i,?,i
S3 lipid droplet cell count max,/,6,/,/,17
